# GalR3 antag = GalR3 antagonists in HEK293 cells, primary screen, cell-based, fluorescence readout; Galanin receptor type 3 (Homo sapiens), O60755; HEK293 GalR3-CNG cAMP membrane potential fluorescence; galR3 body fused to GalR1 C-terminus; inhibition, % at 3 µM; 0.44% of 360,000 active;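 active = inhibition above the screen-wide average plus 3 SD, cut at about 13% in these data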;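 note: forskolin and galanin both at EC90 stimulate the cells; cAMP rise reported by CNG channel membrane potential dye signal; 0% = forskolin plus galanin with DMSO and 100% = forskolin alone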
# Target sequence (O60755 1-299 limits assumed): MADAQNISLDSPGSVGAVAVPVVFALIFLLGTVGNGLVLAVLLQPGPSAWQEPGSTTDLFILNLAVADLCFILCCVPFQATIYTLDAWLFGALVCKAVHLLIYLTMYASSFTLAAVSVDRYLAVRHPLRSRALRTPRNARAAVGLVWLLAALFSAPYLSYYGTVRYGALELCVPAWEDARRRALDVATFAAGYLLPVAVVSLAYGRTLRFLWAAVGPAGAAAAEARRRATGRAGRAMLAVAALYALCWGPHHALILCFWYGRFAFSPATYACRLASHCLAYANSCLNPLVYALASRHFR
# Starred values were filed as active, the others as inactive. Not all compounds are listed. The share of hits here may be higher or lower than overall.
SMILES,GalR3 antag
CC1(C(=O)NS(=O)(=O)c2cccc(C#N)c2)CCN1C(=O)c1cccc2ccccc12 (stereo unspecified),-4.6
O=C(Nc1ccccc1)OCCN1CCOCC1,-1.0
Cc1nc2c(N)nn(C)c2nc1C,1.2
CS(=O)(=O)c1ccc(-c2cccc(NC(=O)c3ccc4c(c3)OCO4)c2)nn1,-5.8
CC(=O)NC(c1ccc(F)c(F)c1)c1nc(-c2ccc(F)c(Cl)c2)cs1 (stereo unspecified),0.7
COc1ccc(OC)c(CN2CCN(C(=O)c3cccc(S(=O)(=O)N(C)c4ccccc4)c3)CC2)c1,-0.7
CCOC(=O)C1=C(COC(=O)c2ccc(Cl)nc2)NC(=O)NC1C (stereo unspecified),-4.9
O=C(c1ccccc1F)N1CCC2CC1c1cc(N3CCCCC3)ccc12 (stereo unspecified),-3.3
C[C@H](O)[C@@H]1C(=O)N2CCc3c([nH]c4c(-c5ccccc5)cccc34)[C@@H]2C[C@@H]1N(C)C(=O)/C=C/c1ccccc1,-5.7
N#Cc1ccc(S(=O)(=O)NC[C@H]2O[C@@H](n3ccc(N)nc3=O)[C@H](O)[C@@H]2O)cc1,-5.5
O=c1ccc(-c2nc3ccccc3n2C(CCc2ccccc2)c2nc3ccccc3[nH]2)c[nH]1 (stereo unspecified),1.4
COc1cc(C(O)c2nc(-c3cncnc3)cs2)ccc1F (stereo unspecified),-1.0
C[C@@H]1NS(=O)(=O)c2cc(Cl)ccc2O[C@@H]1c1ccccc1,-1.5
COc1ccc(CCC(=O)N2c3ccccc3N=C(c3ccc(C(F)(F)F)cc3)C2C(=O)NC(C)C)cc1 (stereo unspecified),2.6
CC(OC(=O)c1ccc(C#N)cc1)C(=O)Nc1ccc(Cl)cn1 (stereo unspecified),-3.5
CCNC(=O)C1(C)CCCN(C(=O)/C=C/c2ccccc2)C1 (stereo unspecified),0.2
CNC[C@@H]1Oc2cc(Br)ccc2S(=O)(=O)N([C@@H](C)CO)C[C@H]1C,-2.5
c1ccc(COc2ncnc3c2ncn3CCCN2CCN(c3ncccn3)CC2)cc1,-2.0
COc1cc2c(cc1[N+](=O)[O-])-c1ccc([N+](=O)[O-])cc1C2=NO,-5.3
O=C(O)c1ccc(CSc2nc3c(c(=O)[nH]2)CCC3)cc1,-5.7
Nc1nc(SCc2ccccc2)c2ncn(C3OC(CO)C(O)C3O)c2n1 (stereo unspecified),-4.6
CCCCN(C)S(=O)(=O)c1cc2c(cc1Br)CCN2C(=O)C1CC1,-6.9
COc1ccc(-c2coc3c(C(=O)N4CCN(C)CC4)cccc23)c(C)c1,-5.5
CCNC(=O)C1(C)CCN(C(=O)c2ccc(C(F)(F)F)cc2)C1 (stereo unspecified),-7.3
COc1ccccc1CNCc1ccc2c(c1)OCO2,3.9

# Sorted by count of non-hydrogen atoms (falling): 13 of the compounds above
SMILES,GalR3 antag
C[C@H](O)[C@@H]1C(=O)N2CCc3c([nH]c4c(-c5ccccc5)cccc34)[C@@H]2C[C@@H]1N(C)C(=O)/C=C/c1ccccc1,-5.7
COc1ccc(CCC(=O)N2c3ccccc3N=C(c3ccc(C(F)(F)F)cc3)C2C(=O)NC(C)C)cc1 (stereo unspecified),2.6
COc1ccc(OC)c(CN2CCN(C(=O)c3cccc(S(=O)(=O)N(C)c4ccccc4)c3)CC2)c1,-0.7
O=c1ccc(-c2nc3ccccc3n2C(CCc2ccccc2)c2nc3ccccc3[nH]2)c[nH]1 (stereo unspecified),1.4
c1ccc(COc2ncnc3c2ncn3CCCN2CCN(c3ncccn3)CC2)cc1,-2.0
N#Cc1ccc(S(=O)(=O)NC[C@H]2O[C@@H](n3ccc(N)nc3=O)[C@H](O)[C@@H]2O)cc1,-5.5
O=C(c1ccccc1F)N1CCC2CC1c1cc(N3CCCCC3)ccc12 (stereo unspecified),-3.3
CCOC(=O)C1=C(COC(=O)c2ccc(Cl)nc2)NC(=O)NC1C (stereo unspecified),-4.9
COc1cc2c(cc1[N+](=O)[O-])-c1ccc([N+](=O)[O-])cc1C2=NO,-5.3
COc1cc(C(O)c2nc(-c3cncnc3)cs2)ccc1F (stereo unspecified),-1.0
C[C@@H]1NS(=O)(=O)c2cc(Cl)ccc2O[C@@H]1c1ccccc1,-1.5
O=C(Nc1ccccc1)OCCN1CCOCC1,-1.0
Cc1nc2c(N)nn(C)c2nc1C,1.2

# (list continues)
SMILES,GalR3 antag
Nc1ncnc2c1ccn2[C@H]1CN(Cc2ccc(Cl)cc2)C[C@@H](CO)O1,-0.1
CC(=O)NC(CCC(=O)O)C(=O)O (stereo unspecified),-3.0
COc1ccc(CNS(=O)(=O)c2cc(Br)ccc2Br)cc1,-3.7
CCN(CC)C(=O)C1=C(C)N(Cc2ccc(C(C)(C)C)cc2)C(=O)C(CC(=O)NC2CC2)C1 (stereo unspecified),-3.8
Cc1ccc(-c2nc3c(Cl)cc(C(F)(F)F)cn3c2Cc2ccccc2)cc1,-9.7
COc1ccc(Cl)cc1C=CC=NNC(=O)c1ccncc1,-5.6
COCCCN1C(=O)C(CC(=O)NC(c2ccccc2)c2ccccc2)CC(C(=O)N2CCCCCC2)=C1C (stereo unspecified),-5.4
COC(=O)c1cc(=O)n(Cc2ccco2)c(=Nc2ccccc2)s1,-8.0
CC(O)(c1cccc(F)c1)c1nc(-c2cnc3ccccc3c2)cs1 (stereo unspecified),-4.5
CCCc1cc(CN(C)C(=O)c2ccc(OC3CCN(C(C)=O)CC3)c(OC)c2)[nH]n1,-1.9
CCC(=O)N1CCC1(C)C(=O)Nc1cc(-c2ccccc2)nn1C (stereo unspecified),-6.9
CNc1cncc(-c2ccc(OC)cc2OC)n1,-8.2
CCCCCC(=O)Nc1cc(S(=O)(=O)N2CCCCC2)ccc1N1CCCCC1,-4.9
CCOC(=O)C1=C[C@@H](c2ccccc2)N(S(=O)(=O)c2ccc(C)cc2)[C@H]1c1cccc(Cl)c1,-7.5
Cc1ccc2nc(-c3cccc(Br)c3)c(CC3CCCCC3)n2c1,-5.4
CN(C(=O)c1cccc(NC(=O)Cc2ccc(NC(=O)C3CCN(C(=O)C4CC4)CC3)cc2)c1)C1CCCCC1,-2.5
CC(=O)OCC(C)n1c(=O)c2ccccc2n1C(C)=O (stereo unspecified),-8.4
Nc1ncnc2c1ncn2[C@@H]1O[C@H](C(=O)N2CCN(c3ccc(Cl)cn3)CC2)[C@@H](O)[C@H]1O,-4.8
Cc1cccc(NC(=O)c2nc[nH]c2C(=O)Nc2ccccc2F)c1,-4.0
CC(C)(C)C(=O)Nc1ccc(N2CCN(C(=O)c3cccs3)CC2)cc1,-2.1
COc1cccc(C(O)c2nc(-c3ccc(C)c(C)c3)cs2)c1 (stereo unspecified),-3.8
COC(=O)C1(C)CCCC2(C)C3CCC(C(C)C)C(CO)C3C(CO)CC12 (stereo unspecified),-7.4
CC1(C(=O)NS(=O)(=O)c2ccc(F)cc2F)CCN1C(=O)CC1CCCC1 (stereo unspecified),-4.2
Cc1ccc(C(=O)N2c3ccccc3N=C(c3ccccc3)C2C(=O)NC(C)C)cc1 (stereo unspecified),-3.2
CC(C)NC(=O)CN1CCN(C(c2ccnc3ccccc23)c2nnnn2-c2ccc3c(c2)OCCO3)CC1 (stereo unspecified),-2.7

# The results go on:
SMILES,GalR3 antag
Cn1cc(S(=O)(=O)NC[C@H]2O[C@@H](n3cnc4c(N)ncnc43)[C@H](O)[C@@H]2O)cn1,-5.4
COc1ccccc1NS(=O)(=O)c1cc(C(=O)NCCCN2CCCC2=O)ccc1C,-8.6
O=C(NC1CC1)c1[nH]c(C(F)(F)F)nc1-c1ccccc1,-7.0
CC(C)(C)n1nnnc1C1c2ccccc2C(=O)N1CCc1c[nH]c2ccccc12 (stereo unspecified),-3.4
CCOc1ncnc2c1sc1nc3c(cc12)COC(C)(C)C3,2.0
CCC1CCC2(CC1)NC(=O)N(CC(=O)Nc1ccc(OC)cc1)C2=O (stereo unspecified),-1.9
Cc1cc2oc(=O)cc(CN3CCCC3)c2cc1C,-7.6
COc1cccc(CNC(=O)CN2C(=O)NC(c3ccccc3)(c3ccccc3)C2=O)c1,-4.8
O=C(C[C@H]1C=C[C@@H](NS(=O)(=O)c2ccccc2)[C@@H](CO)O1)NCc1ccc(Cl)c(Cl)c1,-5.3
CCC(=NNc1ccc([N+](=O)[O-])cc1[N+](=O)[O-])c1ccccc1,-0.1
Cc1ccc(OCc2nc3ccccc3n2C(C(=O)Nc2c(C)cccc2C)C2CC2)cc1 (stereo unspecified),-6.9
O=C(Nc1ccc(F)c(Cl)c1)c1csc(COCCO)n1,-2.1
Cc1ccc(-c2nc3ccc(C)cn3c2Cc2cccc(Cl)c2)cc1,-11.3
O=C1CCCCC1CCc1ccncc1 (stereo unspecified),-6.0
COc1cccc(C(=O)N2C(C(C)C)COc3cc(Br)ccc3S2(=O)=O)c1 (stereo unspecified),-7.3
Nc1ncnc2c1ncn2[C@@H]1O[C@H](CNC(=O)OC[C@@H](N)Cc2ccccc2)[C@@H](O)[C@H]1O,-1.6
CC(C)(C)NC(=O)C(c1cc2ccccc2o1)n1c(=O)c(-c2ccco2)nc2ccccc21 (stereo unspecified),-6.1
Cc1noc(C)c1-c1ccc(C(=O)Nc2cccc(C(F)(F)F)c2)c2occc12,-6.9
CCCCCCCCN1C(=O)[C@@H](CC(=O)N2CCN(C(=O)C3CC3)CC2)C[C@@]2(C(=O)OC)C1=C[C@H](C(C)(C)C)O[C@@H]2C,-0.4
COC(=O)CC(=O)O[C@H]1C=C[C@@H](NC(=O)OC(C)(C)C)C1,5.4
CCc1sc(C(=O)N(CCCOC)c2c(N)n(CC(C)C)c(=O)[nH]c2=O)cc1C,-3.3
Cc1cccc(Cc2cccc(C)c2O)c1O,-4.8
CC(=O)Oc1ccccc1Cn1c(C)c(C(=O)N(C)Cc2ccc(F)cc2)sc1=O,-1.4
COc1ccc(NC(=O)C2CCCN2S(=O)(=O)c2ccc3c(c2)C(C)(C)C(=O)N3C)cc1 (stereo unspecified),3.2
CC(C)(C)c1ccc(C(=O)N2CCC2(C)C(=O)Nc2ccc3[nH]ncc3c2)cc1 (stereo unspecified),-7.9

# New compounds follow:
SMILES,GalR3 antag
CCN(CC)CCNc1ccc(CO)c2oc3cc(Cl)ccc3c(=O)c12,-7.9
COC(=O)[C@]12C[C@H](CC(=O)NCc3ccc(OC)c(OC)c3)C(=O)N(Cc3ccc4c(c3)OCO4)C1=C[C@H](C(C)(C)C)O[C@@H]2C,-7.2
O=S(=O)(Oc1ccccc1-c1ccccc1)c1ccccc1,-5.6
COCCNC(=O)C1(C)Cc2c(-c3ccc4c(c3)OCO4)ccnc2O1 (stereo unspecified),-7.6
CC1=C(C(=O)N2CCOCC2)CC(CC(=O)NC(c2ccccc2)c2ccccc2)C(=O)N1Cc1ccc(C(C)(C)C)cc1 (stereo unspecified),-5.5
Clc1ccc2nc(C3CCCCC3)c(Cc3ccsc3)n2c1,4.4
CN(Cc1ccccc1)c1ncnc2[nH]ncc12,-0.8
O=C(NCc1ccccc1)C1C(c2ccccc2)=Nc2ccccc2N1C(=O)c1ccncc1 (stereo unspecified),-6.4
CCN(c1ccc(OC)cc1)S(=O)(=O)N1CCCC(C(=O)NC(C)c2ccccc2)C1 (stereo unspecified),1.3
NC(c1csc(NC(=O)Nc2cccc(Cl)c2)n1)C1CCCCC1 (stereo unspecified),-7.8
CCC(=O)N1CCC1(C)C(=O)Nc1ccc2c(c1)CCN2C(C)=O (stereo unspecified),-6.6
COc1ccc(C=C2SC(=S)N(CCCN3CCOCC3)C2=O)c(OC)c1,-5.9
N#Cc1ccc(N)cc1OCCCN1CCCCC1,-3.2
O=C(COC(=O)c1cc(=O)c2ccccc2o1)Nc1c(F)c(F)c(F)c(F)c1F,-4.0
CC(=O)N(Cc1ccccc1)C1CC(=O)N(Cc2ccccc2)C1=O (stereo unspecified),-4.0
NC1=NN(c2ccccc2)C(=O)C1,-6.3
COC(=O)C1=C(C)N(Cc2ccccc2C(F)(F)F)C(=NCc2ccc(OC)cc2)NC1c1ccc(F)cc1 (stereo unspecified),-6.9
CC(=O)Nc1ccc(NC(=O)C2(C)Cc3c(-c4cccc(NC(C)=O)c4)ccnc3O2)cc1 (stereo unspecified),-3.9
O=C(CN1CCN(S(=O)(=O)c2cc(Br)ccc2Br)CC1)NCc1ccccc1Cl,-3.9
N#CCCN(Cc1ccccc1)C(C(=O)NC1CCCCC1)c1cc2ccccc2o1 (stereo unspecified),-9.8
CN(C)S(=O)(=O)c1ccc2c(c1)nc(CCC(=O)NCC(=O)Nc1ccc(F)c(F)c1F)n2C,-5.7
O=C(NCc1ccccc1)[C@H]1CCCN1C(=O)[C@H]1CCCN1C(=O)c1ccccc1,-5.7
C[C@H](O)[C@@H]1C(=O)N2CCc3c([nH]c4ccccc34)[C@@H]2C[C@@H]1N(C)C(=O)Nc1cccc2ccccc12,-7.8
CCOc1ccc(NC(=O)CN(C)C(=O)c2cccc(S(=O)(=O)N3CCN(C)CC3)c2)cc1OCC,2.8
CC(C)(C)OC(=O)N1CCc2onc(-c3ccccc3F)c2C1=O,-6.2

# Remaining list, next part
SMILES,GalR3 antag
C[C@H](NC(=O)CC[C@H]1O[C@@H](n2ccc(=O)[nH]c2=O)[C@H](O)[C@@H]1O)c1cccc2ccccc12,-4.2
O=C1c2ccccc2[C@@H]2CC(O)C(O)CCN12 (stereo partly specified),-7.1
CC1CN(C=O)CC(C)N1CCN1C(C)CN(C=O)CC1C (stereo unspecified),-3.6
COc1ccc(C(O)c2nc(-c3cnc4ccccc4c3)cs2)cc1 (stereo unspecified),-4.0
Fc1ccc(-c2nc3c(Cl)cc(C(F)(F)F)cn3c2Cc2cccc(Cl)c2)cc1,-5.2
Cc1cccnc1C1=NOC(Cc2ccccc2)C(=O)N1Cc1ccc2c(c1)OCO2 (stereo unspecified),-1.6
COc1ccc(-c2csc(C(O)c3ccc(F)cc3)n2)cc1 (stereo unspecified),-4.8

# 2 entries picked at random from those above, as already listed:
SMILES,GalR3 antag
COc1ccc(C(O)c2nc(-c3cnc4ccccc4c3)cs2)cc1 (stereo unspecified),-4.0
Fc1ccc(-c2nc3c(Cl)cc(C(F)(F)F)cn3c2Cc2cccc(Cl)c2)cc1,-5.2

# High-throughput results as filed in PubChem BioAssay.
